POLH inh: DNA polymerase eta (human) inhibition. Q9Y253. recombinant Pol eta, fluorescent DNA replication assay. Potency, µM (titrated, usually from 114 µM), for inactives: at the top dose activity change, negative = inhibition, most hits filed as inhibitors. 1.2% of 390,000 active. AID 588591; further: on the % scale 0 is the no-effect control and ±100 the full control effect
Target sequence (Q9Y253 whole entry, looked up): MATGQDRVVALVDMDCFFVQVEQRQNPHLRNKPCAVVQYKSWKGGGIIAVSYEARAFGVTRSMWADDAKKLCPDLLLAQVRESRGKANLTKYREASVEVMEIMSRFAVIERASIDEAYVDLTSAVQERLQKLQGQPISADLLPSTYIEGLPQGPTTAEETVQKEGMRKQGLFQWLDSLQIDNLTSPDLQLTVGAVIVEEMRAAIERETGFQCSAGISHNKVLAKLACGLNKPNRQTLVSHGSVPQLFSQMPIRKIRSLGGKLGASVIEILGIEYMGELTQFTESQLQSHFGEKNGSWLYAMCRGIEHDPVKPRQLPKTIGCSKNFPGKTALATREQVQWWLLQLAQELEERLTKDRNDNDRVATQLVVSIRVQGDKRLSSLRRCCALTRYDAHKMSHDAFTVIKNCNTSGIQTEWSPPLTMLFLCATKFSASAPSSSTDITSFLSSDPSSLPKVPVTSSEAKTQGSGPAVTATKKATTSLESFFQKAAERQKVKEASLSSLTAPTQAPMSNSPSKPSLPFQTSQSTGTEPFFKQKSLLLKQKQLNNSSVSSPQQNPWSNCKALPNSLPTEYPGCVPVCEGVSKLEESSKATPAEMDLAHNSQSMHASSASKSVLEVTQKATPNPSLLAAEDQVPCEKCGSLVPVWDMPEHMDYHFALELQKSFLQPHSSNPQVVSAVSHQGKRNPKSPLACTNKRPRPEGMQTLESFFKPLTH
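Fluorescent replication assay: 50 nM final substrate added after a 15 min room-temperature compound preincubation with 10 nM enzyme. Signal taken at 0 min and again at 10 min.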
POLB inh: blocks human DNA polymerase beta activity; Potency, µM (titrated, usually from 114 µM), for inactives: top-dose activity change, negative = inhibition, hits mostly inhibitors; P06746; Pol beta primer extension/strand displacement, fluorescence kinetic; 1.3% of 340,000 active; further: on the % scale 0 is the no-effect control and ±100 the full control effect
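Pol beta (10 nM) and compounds were preincubated 15 min at room temperature, then 50 nM substrate (final) started primer extension/strand displacement. Reads were taken at 0 and 10 min; concentration-response data were fitted to a four-parameter Hill equation.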
APE1 inh: APE1 (human) endonuclease inhibition | AID 2517 | Potency, µM (highest dose often 65.8 µM), inactives show top-dose activity change, negative = inhibition, usual class: inhibitors | 0.35% of 350,000 active | recombinant APE1, TAMRA/BHQ-2 abasic DNA cleavage fluorescence;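 further: plate controls were vehicle for no effect and reference inhibitor for full effect; nearly all actives have a fitted effect of over 55% in size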
Target sequence (P27695 whole entry, looked up): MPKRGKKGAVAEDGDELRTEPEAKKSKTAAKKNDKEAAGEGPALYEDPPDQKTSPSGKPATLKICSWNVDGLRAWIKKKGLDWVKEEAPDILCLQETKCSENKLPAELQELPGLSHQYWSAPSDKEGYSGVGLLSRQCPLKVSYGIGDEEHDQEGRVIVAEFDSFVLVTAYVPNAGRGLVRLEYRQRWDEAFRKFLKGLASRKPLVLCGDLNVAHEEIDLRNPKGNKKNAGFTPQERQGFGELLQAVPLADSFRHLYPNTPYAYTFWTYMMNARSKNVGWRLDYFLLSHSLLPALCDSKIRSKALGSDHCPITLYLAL
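Substrate: short duplex with […] THF abasic site, 5'-TAMRA and 3'-BHQ-2, 50 nM final. APE1 at 0.75 nM, preincubated 15 min RT with compound. Fluorescence increase from first to third read measured activity.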
POLK inh: inhibitors of human DNA polymerase kappa; Q9UBT6; purified Pol kappa, fluorescent DNA synthesis assay, 10 min; Potency, µM (series often up to 107 µM), without a hit: top-dose activity, negative = inhibition, usual class: inhibitors; 0.53% of 400,000 active; further: on the % scale 0 is the no-effect control and ±100 the full control effect
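Activity was followed as the change in fluorescence between reads at 0 and 10 min after starting the reaction with 50 nM substrate. Beforehand, 10 nM polymerase had been preincubated with compound for 15 min at room temperature.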
BLM helicase inh: blocks DNA unwinding by human BLM helicase. P54132. recombinant BLM DNA unwinding, fluorescence dequenching. Potency, µM (titrated, usually from 56.1 µM), inactives show at the top dose activity change, negative = inhibition, actives largely listed as inhibitors. 0.2% of 350,000 active. AID 2528;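 further: plate controls were vehicle for no effect and no enzyme for full effect; nearly all actives have a fitted effect of over 35% in size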
Pol iota inh: DNA polymerase iota (human) inhibition; Potency, µM (titrated, usually from 115 µM), for the others: at the highest dose activity, negative = inhibition, actives largely listed as inhibitors; 1% of 390,000 active; AID 588590; Pol iota fluorescent replication assay, 10 min
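Pol iota at 10 nM preincubated 15 min with compounds at room temperature; reaction started with fluorescent substrate, 50 nM final. Fluorescence read kinetically at 0 and 10 min; buffer-only wells as negative control.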
BAZ2B block: BAZ2B (human) inhibition; AlphaScreen BAZ2B-H3K14Ac peptide displacement; 4.4% of 360,000 active; Potency, µM (highest dose often 114 µM), for the others: top-dose activity change, negative = inhibition, actives largely listed as inhibitors; AID 504333; Q9UIF8; further: on the % scale 0 is the no-effect control and ±100 the full control effect; nearly all actives have a fitted effect of over 60% in size
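AlphaScreen luminescence quantifies BAZ2B engagement of H3K14Ac peptide; the protein and biotinylated peptide are both at 50 nM final, buffer PBS pH 7.4 with 0.01% Tween-20, all steps at room temperature.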
JMJD2A Tudor inh: JMJD2A Tudor domain (human) inhibition; O75164; AlphaScreen JMJD2A-Tudor / H3K4me3 peptide binding; Potency, µM (highest dose often 114 µM), for the others: at the top dose activity change, negative = inhibition, most hits filed as inhibitors; 4.4% of 390,000 active; AID 504339; further: on the % scale 0 is the no-effect control and ±100 the full control effect; nearly all actives have a fitted effect of over 50% in size
G9a inh: blocks human histone lysine methyltransferase G9a; Q96KQ7; G9a H3K9 monomethylation, AlphaScreen, 2 h; Potency, µM (highest dose often 102 µM), without a hit: at the highest dose activity, negative = inhibition, usual class: inhibitors; 8.8% of 350,000 active; AID 504332; further: on the % scale 0 is the no-effect control and ±100 the full control effect; nearly all actives have a fitted effect of over 75% in size
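AlphaScreen read-out: biotin-H3K9 peptide (500 nM) methylation by 20 nM enzyme with 20 uM SAM, 2 h at room temperature after 15 min compound preincubation; anti-monomethyl H3K9 antibody plus donor/acceptor beads, 10 min dark.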
Active calls of the source: *; ? = inconclusive; . = no result given; & = joins results of further samples; [ ] = remark or other dose. The call rests on the fitted dose curve; in most records, active means well fitted curve in the direction sought with a large enough effect; inconclusive means small, poorly fitted or top-dose-only effect, or another doubt; inactive means no such curve, though single readings can be large; an effect the other way counts as inactive or inconclusive. Potency means the concentration at half of the fitted maximal effect. The list is partial; rates above refer to the full screens.

SMILES	POLH inh	POLB inh	APE1 inh	POLK inh	BLM helicase inh	Pol iota inh	BAZ2B block	JMJD2A Tudor inh	G9a inh
CCOCCc1nnc(NC(=O)CCS(=O)(=O)c2ccccc2)s1	-18%	1%	1%	-12%	0%	15%	-22%	0%	?
COC(=O)CSc1nnc2n(-c3ccc(OC)cc3)c(=O)c3c4c(sc3n12)CCCCC4	-2%	0%	2%	-16%	-1%	3%	6%	-7%	-1%
CCOc1cc(/C=C2\N=C3CCCCCN3C2=O)ccc1O	-9%	-1%	-5%	8%	0%	13%	-17%	-12%	?
O=S(=O)(c1ccccc1)c1nc(-c2ccc(Cl)cc2)oc1NCCCN1CCOCC1	-15%	.	-17%	-16%	.	65%[activator]	-7%	?	45µM*
O=C1N=C(N2CCOCC2)S/C1=C\c1ccc(OS(=O)(=O)c2ccccc2)cc1	-12%	11%	-5%	2%[60.1 µM]	-2%	14%	-19%	-32%	?
Cn1cccc1-c1cc2n(n1)CCC(=O)N2CCCC(=O)NCc1ccc(F)cc1	-16%	0%	.	-9%[60.1 µM]	1%	26%	-33%	-21%	-23%[59 µM]
COc1cccc(CNS(=O)(=O)c2cc3c4c(c2)CCC(=O)N4CCC3)c1	6%	.	13%	-14%	.	-28%	19%	-5%	-35%
COC(=O)/C(=N/Nc1ccc(C)cc1)N1CCCc2ccccc21	?	7%	-5%	-13%	-3%	14%	?	?	45µM*
O=C(CNS(=O)(=O)c1ccc(Cl)cc1)NC1CCCCC1	-20%	.	1%	-6%	.	33%[activator]	-5%	-10%	2%[59 µM]
O=C(O)c1ccc(CN2C(=O)c3cccc4c([N+](=O)[O-])ccc(c34)C2=O)cc1	22µM*	?	-19%	-6%	-3%	?	50µM*	?	45µM*
O=C(COC(=O)C1CC2C=CC1C2)Nc1ccc([N+](=O)[O-])cc1 (stereo not given)	-21%	.	-11%	-11%	.	-15%	.	-11%	.
Cc1ccc(-n2nc3c(=O)n(CCCC(=O)NCCN4CCN(C)CC4)nc(C)c3c2C)cc1	5%	1%	-11%	-17%	-7%	-10%	4%	-10%	19%[0.0925 µM]
CC(C)(C)c1ccc(C(=O)N2CCC(C(=O)NCc3ccco3)CC2)cc1	3%	-3%	6%	-4%	2%	2%	-2%	-25%	?
O=C(CN1CCCCCC1=O)OCc1ncc(-c2ccccc2)o1	5%	10%	-6%	-14%	-1%	8%	.	-19%	-4%[59 µM]
Cc1ccc(C)c(OCC(=O)NNC(=O)c2ccc(=O)[nH]c2)c1	-17%	.	-7%	-16%	.	21%	-4%	-12%	-1%[12.7 µM]
CN(CC1CCCO1)S(=O)(=O)c1ccc(C(=O)Nc2nnc(-c3ccccc3)o2)cc1 (stereo not given)	-4%	1%	29%	-3%	0%	3%	?	-10%	36%[59 µM]
N#C/C(=C(/O)COC(=O)c1ccc(O)cc1)c1nc2ccccc2[nH]1	8%	7%	-2%	2%	-7%	33%	-23%	-8%[11.4 µM]	.
CN(C)S(=O)(=O)c1ccc(C(=O)Nc2ccn(C)n2)cc1	-3%	-2%	17%[12.4 µM]	1%	-6%	29%	-2%	-7%	-17%[59 µM]
Cc1nnc2n(c1=O)C(CS(=O)(=O)c1ccccc1)CS2 (stereo not given)	-5%	25%	1%	-15%	1%	2%	0%	-4%	9%[59 µM]
CC(=O)NCC(=O)N1CCC(n2nccc2NC(=O)CCCc2ccccc2)CC1	-21%	1%	9%	-7%	2%	16%	0%	6%	5%
N#Cc1cccc(C(=O)OCC(=O)N2CCCc3ccccc32)c1	-5%	.	12%	-4%	.	-10%	-7%	-9%	-33%
CCOC(=O)c1c(C)[nH]c(C(=O)COC(=O)c2oc3ccc(OC)cc3c2C)c1C	-17%	26%	16%	-13%	-2%	15%	3%	-6%[57.1 µM]	-11%[59 µM]
CCN(CC)S(=O)(=O)c1ccc(C(=O)Nc2c3c(nn2C(C)(C)C)CS(=O)(=O)C3)cc1	-13%	2%	6%	-4%	-5%	13%	9%	-16%	-3%[59 µM]
O=C1CC(NNc2nc3ccccc3s2)C(=O)N1c1ccc(F)cc1 (stereo not given)	-7%	14%	-4%	6%	1%	18%	-8%	-9%	-12%

Entries of single compounds as entered above.
CCOc1cc(/C=C2\N=C3CCCCCN3C2=O)ccc1O in the list: POLH inh: -9%; POLB inh: -1%; APE1 inh: -5%; POLK inh: 8%; BLM helicase inh: 0%; Pol iota inh: 13%; BAZ2B block: -17%; JMJD2A Tudor inh: -12%; G9a inh: ?
CC(C)(C)c1ccc(C(=O)N2CCC(C(=O)NCc3ccco3)CC2)cc1 in the list: POLH inh: 3%; POLB inh: -3%; APE1 inh: 6%; POLK inh: -4%; BLM helicase inh: 2%; Pol iota inh: 2%; BAZ2B block: -2%; JMJD2A Tudor inh: -25%; G9a inh: ?

Following part
SMILES	POLH inh	POLB inh	APE1 inh	POLK inh	BLM helicase inh	Pol iota inh	BAZ2B block	JMJD2A Tudor inh	G9a inh
COC(=O)c1ccc(Oc2nc(Nc3ccccc3)nc(N(C)C)n2)cc1	-24%	-2%	-2%	0%	-9%	23%	-5%	-12%	3%[59 µM]
Fc1ccc(OCc2nc3ccccc3s2)cc1	-3%	5%	-4%	0%	-4%	4%	28%	30%	72%[activator]
CC(=O)Oc1ccc(-c2cccc(C(=O)Oc3ccccc3)c2)cc1	-16%	3%	7%	-19%	-20%	4%	33%[activator]	78%[activator]	44%[59 µM]
Cc1ccc(S(=O)(=O)NCCNC(=O)c2nonc2N)cc1	-19%	1%	-3%	-6%	5%	14%	7%	-7%[57.1 µM]	4%[2.33 µM]
Cc1cc(C)c(CN2CCN(CCCn3ccc(NC(=O)OCc4ccccc4)nc3=O)CC2)c(C)c1	-25%	.	.	-3%	.	8%	.	-29%	.
CCOC(=O)c1c(NC(=O)CSc2c[nH]c3ccccc23)sc2c1CCCC2	-23%	7%	2%	-7%	-26%	75%[activator]	11%	?	?
Cc1cc2c(=O)[nH]cnc2s1	-6%	18%	10%	3%	-1%	4%	?	-16%	11%
O=C(Nc1ccccc1C(=O)N1CCCC1)c1ccc(Cl)c([N+](=O)[O-])c1	-12%	4%	2%	-2%	0%	14%	-18%	-1%	.
O=S(=O)(N/N=C\c1ccccc1O)c1ccc(Cl)cc1	1%	-1%	50%[activator]	-4%	1%	-11%	-25%	-28%	?
CCOC(=O)N/N=C/c1cc(C)n(-c2ccccc2)c1C	2%	18%	-6%	-5%	-3%	14%	-29%	-31%	?
CCOC(=O)[C@@H]1[C@H]2COc3cc(OC)ccc3[C@@H]2N2C(=O)N(c3cccc(C)c3)C(=O)[C@]12C	-2%	.	-19%	-5%	.	11%	.	-28%	.
COc1cccc(C=Nc2cccnc2)c1O	.	42%	-1%	.	-3%	.	-9%	.	?
CC(CCc1ccccc1)NC(=O)Cn1c(=O)nc(-c2ccccc2)c2cc(Cl)ccc21 (stereo not given)	-12%	-10%	.	-8%[60.1 µM]	-8%	-25%	-6%	-6%	2%[12.7 µM]
Cc1nc(CNS(=O)(=O)c2cccnc2)cs1	0%	28%	-12%	-7%[60.1 µM]	2%	3%	-4%	-1%	15%[59 µM]
CC(CCc1ccccc1)NCC(O)c1cccc([N+](=O)[O-])c1 (stereo not given)	-17%	3%	3%	1%	-3%	166%[activator]	?	-18%	.
CC(=O)Nc1ccnn1C1CCN(C(=O)c2cccc(C)c2C)CC1	-7%	2%	75%[activator]	13%	0%	36%[activator]	-15%	-3%	9%
COc1ccc(-c2c[n+](CC(=O)c3cccs3)c3n2CCC3)cc1	1%	0%	3%	-4%	-4%	-1%[58.9 µM]	-13%	-6%	-24%
COc1cc2[nH]c(=O)n(CCC(=O)NCCC(C)C)c(=O)c2cc1OC	-9%	2%	14%	-6%	-4%	16%	-6%	-11%	?
COc1cccc(/C=N/Nc2ncnc3c2[nH]c2ccc(C)cc23)c1OC	?	?	2%	?	14µM*	13µM*	?	-35%	56µM*
NC(=O)COC(=O)c1ccccc1SCC(=O)NC1CCCCCC1	1%	4%	-3%	-12%	-2%	-12%	-6%	-7%	3%
O=C(Cn1ncc2c3ccccc3n(Cc3ccc(F)cc3)c2c1=O)NCc1cccs1	-8%	-4%	.	1%	3%	8%	-3%	0%	2%[59 µM]
COC(=O)C1=C(C)N(CCCC(=O)O)C(=O)NC1c1ccc(-c2ccccc2)cc1 (stereo not given)	0%	23%	7%	-3%	3%	-4%	-9%	3%	13%
Cc1ccc(NC(=S)Nc2ccc(S(=O)(=O)N3CCOCC3)cc2)cc1S(=O)(=O)N1CCOCC1	-20%	-12%	1%	3%	-2%	27%	.	-24%	-46%
CCOC(=O)C1(Cc2cccc(OC)c2)CCN(Cc2ccc3c(c2)OCCO3)CC1	-25%	0%	-1%	3%	-1%	19%	-12%	-21%	-8%
C/C=C\C=C/C(=O)Nc1cccc(C2=NOC3(C2)C[C@@H](C(N)=O)N(C(=O)c2ccccc2)C3)c1 (stereo not given in full)	.	0%	0%	.	-2%	.	1%	.	?
CCN(CC(=O)NCc1ccc(F)cc1)C(=O)/C=C/c1cccs1	8%	-10%	-3%	-15%	-1%	41%[activator]	-4%	-30%	-5%
COc1cc(C(=O)NCC(=O)NCCSc2ccc(Br)cc2)cc(OC)c1OC	-17%	.	2%	-13%	.	-2%	4%	-12%	10%[0.501 µM]
Cc1cc2nc3c(=O)[nH]c(=O)nc-3n(C)c2cc1C=O	.	.	-6%	?	16µM*	.	.	.	-11%[59 µM]
COCCn1c(C)cc(C(=O)COC(=O)Cc2n[nH]c(=O)c3ccccc23)c1C	-7%	.	6%	-7%	.	-18%	9%	-14%	-50%
CN1c2ccccc2-c2ccccc2S1(=O)=O	-8%	.	.	2%&-35%	.	19%&-24%	.	6%	.
COc1ccccc1C1C(C#N)=C(N)Oc2c1oc(CO)cc2=O (stereo not given)	-5%	-19%	7%	8%	-1%	3%	-13%	-3%	-4%[59 µM]
CC(=O)NC12CC3CC(C1)CC(C(=O)Oc1ccc(N(C)S(=O)(=O)c4cc(C)ccc4C)cc1)(C3)C2	-2%	.	-28%	4%	.	8%	-13%	-33%	-41%

High-throughput results: PubChem BioAssay, National Center for Advancing Translational Sciences (NCATS)
